Compound activity: PubChem, National Center for Advancing Translational Sciences (NCATS)
TDP43 rescue: TDP-43 toxicity inhibition in yeast | Potency, µM (doses to about 46.1 µM), without a hit: at the highest dose growth rescue (activation), hits mostly activators | AID 652104 | hit rate 1.8% among 410,000 | TDP-43 expressing yeast growth rescue, BacTiter-Glo, 24 h; further: potency means the concentration at half of the fitted maximal effect; % of control where 0% means no effect; nearly all actives have a fitted effect of over 50% in size
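Yeast expressing TDP-43 (pregrown in raffinose, seeded at OD600=0.02 in galactose medium) exposed to compounds 24 hr at 30 deg C. Growth read by BacTiter-Glo luminescence; rescue of toxicity appears as increased signal.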
FUS suppressor: suppressors of FUS proteinopathy in yeast | S. cerevisiae FUS-expressing, growth rescue, OD600, 24 h | Potency, µM (doses to about 76.6 µM), without a hit: top-dose growth rescue (activation), most hits filed as activators | hit rate 0.24% among 390,000;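 further: potency means the concentration at half of the fitted maximal effect; plate controls were DMSO vehicle for no effect and reference control for full effect; nearly all actives have a fitted effect of over 55% in size; some results filed as inactive show a strong effect at the top dose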
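Absorbance at 600 nm, taken 24hr after compound addition, measured rescue of FUS-yeast growth at 30C. Induction used 2% galactose with seeding at OD 0.005. Controls: CP55940 from 92uM final, DMSO only.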
Mm-Cpn inhibitor: M. maripaludis TRiC chaperonin inhibition; purified Mm-Cpn ATPase, ADP Transcreener TR-FRET; Potency, µM (series often up to 76.9 µM), without a hit: at the top dose activity, negative = inhibition, hits mostly inhibitors; hit rate 0.031% among 330,000; AID 504842; further: potency means the concentration at half of the fitted maximal effect; on the % scale 0 is the no-effect control and ±100 the full control effect; nearly all actives have a fitted effect of over 80% in size
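Purified archaeal chaperonin (25 nM final) was preincubated with compound for 10 min at 37°C, then ATP (10 uM final) was added for 30 min at 37°C in Tris pH 7.4/KCl/MgCl2/DTT buffer. ADP was quantified by HTRF Transcreener TR-FRET.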
Abeta rescue: A-beta toxicity reversal in yeast; Potency, µM (doses to about 46.1 µM), for the others: at the top dose growth rescue, actives largely listed as activators; hit rate 0.063% among 410,000; yeast expressing A-beta42, growth rescue, OD600, 48 h; response scale: 0% DMSO, 100% iron-clioquinol control; AID 1347071; further: potency means the concentration at half of the fitted maximal effect; nearly all actives have a fitted effect of over 55% in size
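Yeast A-beta toxicity model in growth medium with pinned compounds, 48 h at 30 C; growth read as absorbance at 600 nm. Normalized to FeCl3/clioquinol equimolar mix (positive) and DMSO (negative).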
PTHR1 ag: PTHR1 (human) receptor agonism. Potency, µM (doses to about 115 µM), without a hit: at the highest dose activation, most hits filed as activators. AID 743266. HEK293 GP2 PTHR1 cells, GloSensor cAMP luminescence, 1 h. hit rate 0.075% among 410,000. Q03431; further: potency means the concentration at half of the fitted maximal effect; nearly all actives have a fitted effect of over 55% in size; some results filed as inactive show a strong effect at the top dose; inactives centre near -15; many of its hits are not listed in these tables
Target sequence (Q03431 whole entry, looked up): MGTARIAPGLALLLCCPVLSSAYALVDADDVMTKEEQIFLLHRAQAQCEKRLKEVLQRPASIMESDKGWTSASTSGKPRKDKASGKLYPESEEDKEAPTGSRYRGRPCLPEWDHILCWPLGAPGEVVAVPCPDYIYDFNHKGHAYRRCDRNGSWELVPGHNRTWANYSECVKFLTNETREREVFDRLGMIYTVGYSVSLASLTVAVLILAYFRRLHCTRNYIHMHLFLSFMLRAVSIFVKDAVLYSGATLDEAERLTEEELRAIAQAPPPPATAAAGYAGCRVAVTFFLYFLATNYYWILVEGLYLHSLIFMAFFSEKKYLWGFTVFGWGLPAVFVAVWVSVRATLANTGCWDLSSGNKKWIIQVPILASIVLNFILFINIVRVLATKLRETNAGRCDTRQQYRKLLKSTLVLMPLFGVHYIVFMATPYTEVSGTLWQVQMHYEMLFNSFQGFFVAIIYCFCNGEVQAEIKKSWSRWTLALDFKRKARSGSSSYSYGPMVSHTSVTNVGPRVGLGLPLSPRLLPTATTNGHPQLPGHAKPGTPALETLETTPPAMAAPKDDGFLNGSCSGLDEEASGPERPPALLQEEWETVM
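HEK-293-derived GP2 cells expressing PTHR1 and a GloSensor cAMP reporter, 3,000/well, plated overnight, given luciferin plus IBMX (each 0.5 mM as added) for 1 h at 37 °C, then compound for 1 h at 37 °C. Luminescence was read after 15 min at room temperature.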
HEK293 tox: cytotoxic in the GLP-1 receptor inverse agonist counter-screen; HEK293 cAMP-luciferase reporter cells, luminescence, 24 h; Potency, µM (series often up to 38.3 µM), for inactives: at the top dose activity change, negative = inhibition, most hits filed as inhibitors; hit rate 0.13% among 410,000;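 further: loss of luciferase light is scored as toxicity; potency means the concentration at half of the fitted maximal effect; on the % scale 0 is the no-effect control and ±100 the full control effect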
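To flag toxic compounds, the library was rerun on cells for 24 hr at 37 deg C and 5% CO2. Viability-linked luminescence was captured 12 min after adding luciferase detection reagent.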
GLP-1R inv ag: GLP-1 receptor (human) inverse agonism; P43220; HEK293 GLP-1R CRE-luciferase, luminescence, 24 h; GLP-1R form is constitutively active; Potency, µM (doses to about 38.3 µM), inactives show top-dose activity change, negative = inhibition, hits mostly inhibitors; hit rate 1.6% among 410,000; AID 624417; further: potency means the concentration at half of the fitted maximal effect; on the % scale 0 is the no-effect control and ±100 the full control effect; nearly all actives have a fitted effect of over 55% in size
Target sequence (P43220 whole entry, looked up): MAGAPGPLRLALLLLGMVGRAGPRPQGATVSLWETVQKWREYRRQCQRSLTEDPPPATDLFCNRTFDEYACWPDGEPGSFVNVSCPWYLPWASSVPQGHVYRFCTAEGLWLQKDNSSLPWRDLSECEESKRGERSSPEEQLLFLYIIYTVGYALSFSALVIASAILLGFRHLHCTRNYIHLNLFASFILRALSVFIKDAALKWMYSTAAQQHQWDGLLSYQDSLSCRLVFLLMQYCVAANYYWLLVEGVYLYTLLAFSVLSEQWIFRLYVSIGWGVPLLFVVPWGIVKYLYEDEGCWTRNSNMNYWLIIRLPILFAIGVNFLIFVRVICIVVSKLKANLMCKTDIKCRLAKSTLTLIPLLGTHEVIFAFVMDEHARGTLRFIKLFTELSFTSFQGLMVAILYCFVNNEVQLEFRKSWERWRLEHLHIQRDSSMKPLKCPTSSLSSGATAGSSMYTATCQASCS
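Inverse agonism was detected as reduced cAMP-driven luciferase luminescence after 24 h compound treatment. The cells were HEK293 clones expressing constitutively active human GLP-1R with the reporter. Reporter-only and GPR119 cell lines served as counterscreen controls.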
Akt phos inh: blocks phosphorylation of Akt | Neuro2A IGF-stimulated pAkt S473 HTRF, 20 min; active compounds read low | activity change, % for hits at 50 µM | hit rate 0.32% among 360,000; in the data active means activity change below about -80%; inconclusive means mostly about -51% to -80%; further: on the % scale 0 is the no-effect control and ±100 the full control effect
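Single-point screen (50 µM final compound) in Neuro2A cells stimulated 20 min with 6 nM IGF at 37 deg C. After lysis, Ser473-phosphorylated Akt read by HTRF (ex 330 nm, em 615/665 nm) as the 665/615 ratio.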
aSyn rescue: rescues yeast growth from alpha-synuclein toxicity; Yeast expressing alpha-synuclein, growth rescue, BacTiter-Glo, 24 h; Potency, µM (series often up to 46.1 µM), inactives show top-dose growth rescue (activation), most hits filed as activators; hit rate 0.14% among 370,000; further: potency means the concentration at half of the fitted maximal effect; % of control where 0% means no effect; nearly all actives have a fitted effect of over 65% in size
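Galactose-induced alpha-syn yeast (OD600=0.02, raffinose-pregrown) + pinned cpd, 24 hr, 30 deg C; growth by BacTiter-Glo luminescence. Growth restoration scores as activation.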
The depositor's hits bear a star; i = inactive; ? = inconclusive; . = no result given; & = joins results of further samples; [ ] = remark or other dose. Unless noted, the call rests on the fitted dose curve; in most records, active means well fitted curve in the direction sought with a large enough effect; inconclusive means small, poorly fitted or top-dose-only effect, or another doubt; inactive means no such curve, though single readings can be large; an effect the other way counts as inactive or inconclusive.

Below each compound: aSyn rescue | Mm-Cpn inhibitor | Abeta rescue | PTHR1 ag | Akt phos inh | TDP43 rescue | FUS suppressor | HEK293 tox | GLP-1R inv ag
Nc1nc(COC(=O)C2CC(=O)N(Cc3ccccc3Cl)C2)nc(Nc2ccccc2)n1 (stereo not drawn)
    -6%[1.84 µM] | 0% | -8% | 6% | i | 9% | 23% | 5% | 14%
Cc1cc(C)c2c(N)c(C(=O)c3ccccc3)oc2n1
    1% | . | 5% | i | i | -23% | 14% | 2% | 0%
COc1ncccc1C(=O)N1CCCC(C(=O)Nc2cccc(-c3ccc(F)cc3)c2)C1 (stereo not drawn)
    4% | . | -15% | -1% | i | 17% | 25% | -4% | ?
COC(=O)c1ccccc1C(=O)N1CCCC(C(=O)c2ccc(OC)c(OC)c2)C1 (stereo not drawn)
    -1% | 1% | -16% | -25% | i | 14% | 11% | 5% | 81%[activator]
COc1ccc(CCNC(=O)CN(C)S(=O)(=O)c2ccc3nc(C)sc3c2)cc1OC
    1% | 3% | -2% | i | i | -9% | -5% | 1% | 5%
CCOc1ccc(NC(=O)c2ccc(N)cc2)cc1
    -15% | -1% | 1% | i | i | 17% | -11% | -19% | -10%
Cn1c(SCC(=O)OC2CCCCC2)nnc1-c1ccco1
    1% | 0% | 6% | -12% | i | 18% | 5% | 5% | -7%
CN(CC(=O)Nc1ccc(Cl)cc1)C(=O)c1cccc(S(=O)(=O)N2CCN(Cc3ccccc3)CC2)c1
    -5% | -1% | 14% | -26% | i | 7% | 3% | ? | ?
C=CCN=C1S/C(=C\c2ccc(N(C)C)cc2)C(=O)N1CC=C
    -3% | 1% | -9% | i | i | 4% | -4% | -4% | ?
NS(=O)(=O)c1ccc(CCNC(=O)C2CCN(S(=O)(=O)c3ccccc3)CC2)cc1
    0% | -1% | -6% | i | i | 13%[9.22 µM] | 4% | 0% | 23%
NS(=O)(=O)c1ccc(NC(=S)Nc2ccc(S(=O)(=O)N3CCCC3)cc2)cc1
    0% | 4% | -4% | i | i | -21% | 9% | 0% | 16%
COC(=O)[C@]1(Cc2ccccc2)N[C@H](c2ccc(SC3CCCCC3)c(OC)c2)[C@@H]2C(=O)N(C)C(=O)[C@@H]21
    8% | -21% | 19% | -14% | i | 14% | ? | 9% | ?
C=CCOc1ccc(/C(O)=C2/C(=O)C(=O)N(CCCn3ccnc3)C2c2cccs2)cc1 (stereo not drawn)
    -3% | -7% | 16% | -3%[57.5 µM] | i | 14% | 6% | -2% | 0%
O=C(Nc1c2c(nc3ccccc13)CCCC2)c1ccccc1F
    -1% | -1% | -7% | i | i | -20% | 19% | 13% | -9%
CCOC(=O)c1c(NC(=O)CCCOc2ccc(C)cc2)sc2c1CCC(C)C2 (stereo not drawn)
    . | . | -8% | i | . | 18% | 3% | 4% | 6%
Cc1cc(NC(=O)COC(=O)CC2CCCC2)c([N+](=O)[O-])cc1C
    0% | -1% | 27% | i | i | 1% | 3% | -15% | -15%
CCN1CCN(c2ccc(S(=O)(=O)N3CCCCC3)cc2NC(=O)/C=C/c2ccc(Cl)cc2)CC1
    2% | . | 5% | i | i | 18% | . | ? | ?
COc1cccc(NC(=O)CN(C)C(=O)C(CCSC)NC(=O)c2ccco2)c1 (stereo not drawn)
    9% | 2% | -16% | i | i | -7% | . | -4% | -5%
CCOC(=O)[C@]12CCC=C1N(Cc1ccc3c(c1)OCO3)C(=O)[C@H](CC(=O)NCc1ccc(C)o1)C2
    -3% | . | -8% | 3% | i | -16% | 45% | 1% | ?
Cc1cccc(NC(=O)C(=O)NCc2ccc3c(c2)OCO3)c1C
    2% | 1% | 13% | -1% | i | 18% | 6% | 4% | -4%
O=C(NCc1ccncc1)C(=O)N/N=C/c1ccccc1OCc1ccccc1
    0% | 2% | -8% | -6% | i | -13% | 11% | -8% | -6%
COc1cc(C=O)ccc1OCc1cn(CC(=O)c2ccc(O)cc2)nn1
    -1% | . | 2% | i | i | 23% | -3% | -10% | 7%
O=C(N/N=C\C=C\c1ccc2c(c1)OCO2)C1COc2cc3ccccc3cc2O1 (stereo not drawn)
    10% | 0% | -9% | i | i | 5% | 3% | 14% | 17%
CCOC(=O)c1ccc2c(c1)nc(C1CCN(S(=O)(=O)c3cccs3)CC1)n2CC
    2% | 0% | -2% | -22% | i | -2% | -7% | -7% | 9%
Cc1ccc(C(=O)N/C(=C\c2cn(S(=O)(=O)N(C)C)c3ccccc23)C(=O)NCCCn2ccnc2)cc1
    -4%&-9% | 2% | -11%&-15% | -7% | i | 3%&2% | 5%&12% | 1%&3% | -5%&-23%
Nc1nc(-c2cccc(NS(=O)(=O)c3ccccc3)c2)cs1
    -2% | 2% | 6% | -31%[inhibitor] | i | 4% | 0% | -24% | 21%
O=C(Cn1c(=O)oc2cc(S(=O)(=O)NCc3ccccc3)ccc21)Nc1cccc(F)c1
    . | . | -12% | -19% | . | 10% | 15% | -6% | -11%
COC(=O)c1c[n+]([O-])ccc1OC
    7% | . | -12% | i | i | 13% | -11% | 0% | 21%
CCCCn1nc(NC(=O)c2cccc(Cl)c2)c2cc3cccc(C)c3nc21
    . | . | 8% | i | . | 8% | 2% | 2% | 2%
CC1CCCCC1NC(=O)c1ccc(S(=O)(=O)N2CCCC2)cc1 (stereo not drawn)
    -7% | -1% | 8%[9.22 µM] | -23% | i | 14% | -25% | -1% | -2%
CCOC(=O)c1cnc2c(ccc3ccccc32)c1Nc1ccc(Cl)cc1
    . | . | -22% | i | . | 8% | 23% | 0% | 10%
Cc1cc(Cl)c(S(=O)(=O)NCC2CCCO2)cc1OCC(=O)NC1CCCCC1 (stereo not drawn)
    . | 0% | -5% | -24% | . | -7% | 0% | 6% | -7%
COc1ccc(C(=O)OCC(=O)Nc2ccc(N3CCOCC3)cc2)cc1
    ? | -1% | 2% | -41%[inhibitor] | i | -13% | -1% | 15% | 5%
O=S(=O)(NCc1ccccn1)c1cc(C(F)(F)F)ccc1Cl
    -9% | 1% | 22% | -6% | i | 6% | -32% | 18% | -20%
Cc1c(Cl)cnc(NC(=O)COC(=O)CCC(=O)c2cccs2)c1Cl
    0% | -1% | -2% | -17% | i | -3% | 19% | 0% | 7%
CC(C)CCNC(=O)c1cc2c(s1)-c1ccccc1S(=O)(=O)C2
    -4% | -1% | 1% | -21% | i | 5% | 3% | -4% | ?
CCN(CC)N=Nc1[nH]nc2nc(C)cc(C)c12
    0% | 0% | -75%[inhibitor] | -9%[57.5 µM] | i | -80%[inhibitor] | 5% | -7% | 95%[activator]
CCN(CC)C(=O)c1sc2c(c1C)c(=O)n(-c1ccc(C)c(C)c1)c(=O)n2Cc1cc(=O)n2c(C)cccc2n1
    . | . | 7% | 12% | . | -8% | 41% | -17% | 9%
COc1cccc(OCc2cc(C(=O)N3CCC(c4ccncc4)CC3)no2)c1
    6% | -2% | 18% | -93%[inhibitor] | i | -3% | 14% | 5% | 13%
CN(C)C(=O)Cn1cnc2c(cnn2-c2ccc(F)cc2)c1=O
    9% | 4% | 4% | i | i | 22% | -17% | 4% | 21%
Cc1cc(-c2c(C)[nH]n(-c3ccccc3)c2=O)n(-c2ccccc2)n1
    -7% | -3% | 8% | i | i | 19% | 13% | 6% | -7%
O=C(CCNC(=O)N1CC(=O)Nc2ccccc21)Nc1ccc(F)c(Cl)c1
    -7% | 3% | -9% | -28% | . | -9% | -22% | -6% | 11%
CCCC[C@@H](CNC)NC[C@H](NCCCCC1CCCCC1)C(C)C
    -1% | ? | -13% | -8% | i | -16% | -22% | ? | ?
COc1ccc(N2CCN(C(CNS(=O)(=O)c3cc(F)ccc3F)c3cccnc3)CC2)cc1 (stereo not drawn)
    -3% | -2% | 8% | -1% | i | ? | . | -11% | -13%
CCOc1ccc(CCN2C(=O)C(=O)N([C@@H](Cc3ccc(O)cc3)CN3CCC[C@H]3CN3C(=O)C(=O)NC[C@@H]3CC(C)C)C[C@@H]2Cc2ccccc2)cc1
    -2% | . | -14% | -7% | i | 2% | 14% | -5% | 4%
CCCn1c(SCCN2C(=O)c3ccccc3C2=O)n[nH]c1=O
    -1% | 0% | 7% | -23%[57.5 µM] | i | -2% | 17% | 3% | 6%
COc1ccccc1NC(=O)c1cc2c(CO)cnc(C)c2oc1=Nc1cccc(C(N)=O)c1
    0% | 0% | -4% | i | i | 12% | -16% | -3% | 5%
CCCCC[C@H]1CN(Cc2ccccc2)C(=O)[C@@H]1CC(=O)NCc1ccccc1
    ? | -2% | -1% | -91%[inhibitor] | i | 7% | ? | -24% | 10µM*
COc1ccc(C(=O)CSc2nnc(NC(=O)C3CC(=O)N(c4ccccc4C)C3)s2)cc1 (stereo not drawn)
    2% | -9% | 0% | i | i | 25% | . | 2% | 14%
CC(=O)c1cccc(NC(=O)C2CCN(S(C)(=O)=O)CC2)c1
    7% | -1% | 14% | -15%[57.5 µM] | i | -28% | -10% | -2% | 17%
COc1ccc2c(c1)cc1c(=O)n(CC(=O)NCCCN3CCOCC3)nc(C)n12
    1% | -4% | . | i | i | 9% | -16% | ? | 6%
O=C(N/N=C1\CCCc2c1[nH]c1ccc(Cl)cc21)c1ccncc1
    11% | 0% | 21% | -10% | i | 2% | -28% | ? | 7.1µM*

The list is partial (hit frequency here may not be typical).
